Bioassay records: PubChem, The Scripps Research Institute Molecular Screening Center
OXTR potentiate: human OXTR potentiators, primary screen, fluorescence, CHO-OTR cells, Fluo-8 calcium; Fluo-8 calcium fluorescence, potentiator mode; 0% = oxytocin EC15, 100% = EC100; activation, % at 3 µM; 320,000 compounds, 0.061% hits; AID 2445, 2010;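 active means activation above that plate's cutoff, the mean activation of tested compounds plus 3 SD, cut at about 6.6% in these data, passing the limit was not always enough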;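 further: 100% uses oxytocin at 75 nM as the full agonist control; some results filed as inactive read as strong as hits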
Target sequence (P30559 whole entry, looked up): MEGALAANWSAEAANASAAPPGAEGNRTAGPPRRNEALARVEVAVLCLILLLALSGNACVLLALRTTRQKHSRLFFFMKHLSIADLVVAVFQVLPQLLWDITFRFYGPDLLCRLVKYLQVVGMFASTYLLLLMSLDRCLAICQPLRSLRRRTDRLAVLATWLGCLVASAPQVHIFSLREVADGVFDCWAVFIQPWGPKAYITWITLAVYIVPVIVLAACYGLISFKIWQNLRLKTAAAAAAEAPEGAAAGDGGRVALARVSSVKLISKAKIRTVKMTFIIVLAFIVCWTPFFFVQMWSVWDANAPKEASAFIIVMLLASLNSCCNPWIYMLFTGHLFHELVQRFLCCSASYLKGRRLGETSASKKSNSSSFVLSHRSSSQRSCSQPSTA
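test system = CHO-OTR cells, human receptor | compound = single-point 3.0 µM | schedule = 6 min compound pre-incubation at room temperature, 100 s kinetic read | signal = Fluo-8 no-wash calcium dye fluorescence, excitation 470-495 nm, emission 515-575 nm | repeats = single well per compound, singlicate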
CHO-K1 Ca antag: counter-screen for M1 antagonists: effect in parental CHO-K1 cells. ATP-induced calcium, Fluo-8 fluorescence. inhibition, % at 3 µM. 360,000 compounds, 0.6% hits;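 active means inhibition above a per-plate cutoff, the plate's mean sample inhibition plus 3 SD, cut at about 24% in these data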;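 further: 0% = DMSO plus EC80 ATP and 100% = DMSO alone without ATP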
M1 PAM parental: nonselective calcium activators in parental CHO-K1 cells, primary screen, counter-screen for M1 PAM project, cell-based, Fluo-8 calcium fluorescence, full deck, 1536-well. ATP EC20; 0% at ATP EC20, 100% at ATP max. activation, % at 3 µM. 360,000 compounds, 0.02% hits. AID 602247, 2012;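 active means activation above the run cutoff, the mean activation of all test compounds plus 3 SD, cut at about 40% in these data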;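 further: peak over basal fluorescence ratio in a 140 s read after ATP addition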
GPR7 antagonist: GPR7 receptor antagonists, primary screen, cell-based, fluorescence, single concentration; 290,000 compounds, 1.1% hits; inhibition, % at 4.4 µM; GPR7-expressing cells, fluorescence antagonist assay; in the data active means inhibition above about 16%, passing the limit was not always enough;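 further: cells stimulated with the agonist NPW; 0% = agonist with vehicle and 100% = vehicle without agonist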
Target sequence (P48145 whole entry, looked up): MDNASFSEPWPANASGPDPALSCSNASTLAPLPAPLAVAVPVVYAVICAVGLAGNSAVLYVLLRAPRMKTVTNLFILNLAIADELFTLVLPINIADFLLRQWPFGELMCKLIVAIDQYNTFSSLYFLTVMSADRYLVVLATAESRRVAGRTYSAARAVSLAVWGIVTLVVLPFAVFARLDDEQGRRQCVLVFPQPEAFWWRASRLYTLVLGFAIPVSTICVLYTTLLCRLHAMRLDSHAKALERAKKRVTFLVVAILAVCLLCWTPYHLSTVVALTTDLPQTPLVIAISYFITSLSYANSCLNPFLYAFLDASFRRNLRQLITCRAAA
OXTR ag: human OXTR agonists, primary screen, fluorescence, CHO-OTR cells, Fluo-8 calcium; 320,000 compounds, 0.32% hits; activation, % at 3 µM; Fluo-8 calcium fluorescence; normalized: DMSO 0%, oxytocin 100%; Oxytocin receptor (Homo sapiens), P30559;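 active means activation above the mean of all tested compounds plus 3 SD, cutoff set per screening run, cut at about 20% in these data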;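 further: peak over basal fluorescence ratio from a 100 s FLIPR kinetic read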
CHO-K1 Ca ag: counter-screen for M1 agonists: effect in parental CHO-K1 cells. Fluo-8 calcium fluorescence; scaled to maximal ATP response, vehicle zero. activation, % at 3 µM. 360,000 compounds, 0.48% hits; in the data active means activation above about 15%;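 further: untransfected CHO-K1 host cells lacking M1 receptor as counterscreen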
V1R ag counter: agonists of human V1a receptor, primary screen, counter-screen for OXTR agonist project, fluorescence, CHO-V1R cells; Fluo-8 calcium fluorescence, agonist mode; 0% DMSO, 100% 3 nM vasopressin; activation, % at 3 µM; 320,000 compounds, 0.25% hits;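 active means activation above the mean activation of all tested compounds plus 3 SD, per screening run, cut at about 20% in these data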;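 further: signal is peak over basal fluorescence ratio across a 100 second FLIPR read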
TAAR1 antagonist: human TAAR1 antagonists, primary screen, Fluo-8 calcium fluorescence, CHO RD-HGA16 cells; inhibition, % at 3 µM; antagonist; AID 624466, 2012; 360,000 compounds, 1.5% hits; Trace amine-associated receptor 1 (Homo sapiens), Q96RJ0;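 active means inhibition above a per-plate cutoff, the mean inhibition of test compounds on that plate plus 3 SD, cut at about 49% in these data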;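 further: 0% = DMSO plus EC80 beta-PEA response and 100% = DMSO alone without agonist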
Target sequence (Q96RJ0 whole entry, looked up): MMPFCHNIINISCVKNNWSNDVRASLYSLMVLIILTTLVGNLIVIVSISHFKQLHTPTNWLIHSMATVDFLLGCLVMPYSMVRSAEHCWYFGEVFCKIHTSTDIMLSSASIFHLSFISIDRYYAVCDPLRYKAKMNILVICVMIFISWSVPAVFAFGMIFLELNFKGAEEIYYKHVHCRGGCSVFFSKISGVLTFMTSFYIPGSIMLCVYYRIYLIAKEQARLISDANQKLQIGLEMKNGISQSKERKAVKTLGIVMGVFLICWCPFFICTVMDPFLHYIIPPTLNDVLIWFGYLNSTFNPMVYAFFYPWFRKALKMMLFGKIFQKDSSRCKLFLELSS
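Test system – hTAAR1-expressing CHO RD-HGA16 cells, Gα16-coupled · Reagent – β-PEA at EC80 concentration, post-compound challenge · Compound dosing – 3 µM, single point · Timing – 140 s kinetic read after compound, 140 s after agonist · Detection – Fluo-8 intracellular calcium dye fluorescence, real-time kinetic reads · Control set – DMSO and EC80 PEA controls · Repeats – n of 1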
CHO parental Ca: ATP-evoked calcium signal inhibitors, parental CHO, primary screen, counter-screen for OX1R antagonist project, cell-based, fluorescence, Fluo-8 calcium dye | parental CHO-K1, ATP-induced calcium, Fluo-8 fluorescence | inhibition, % at 5.6 µM | 330,000 compounds, 0.63% hits | AID 463079, 2010;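 active means inhibition above that plate's mean sample inhibition plus 3 SD, cut at about 26% in these data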;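 further: 0% = ATP-challenged DMSO wells and 100% = DMSO wells without ATP; some compounds past the cut are filed as inactive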
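Measured by: calcium-sensitive Fluo-8 fluorescence / Test system: CHO parental line / Controls: ATP-challenged DMSO wells low, unchallenged DMSO wells high / Measure: % inhibition / Compound: single nominal dose of 5.6 µM per compound / Replicates: single well per compound, no replicates / Reagent: ATP as calcium-mobilizing challenge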
The depositor's hits bear a star; x = not tested or not shown.

SMILES	OXTR potentiate	CHO-K1 Ca antag	M1 PAM parental	GPR7 antagonist	OXTR ag	CHO-K1 Ca ag	V1R ag counter	TAAR1 antagonist	CHO parental Ca
CCC(C)NC(=O)Cc1c(C)c2cc3c(cc2oc1=O)OC(C)(C)CC3 (stereo not drawn)	-11	-14	11	-10	0.4	4.3	1.6	-6	-24
O=C(NC1CC1)c1cccc(-c2cncc3nccn23)c1	x	-8	18	x	x	1.3	x	-7	x
CC1CCCC(C)N1C(=O)C1CC(c2ccc(F)cc2)=NO1 (stereo not drawn)	-5	-9	25	2	-1.2	1.2	0.1	-19	-16
O=C(c1ccc(Cl)c(F)c1F)N1CCCC1	-5	-3	3	-4	-0.1	0.5	-0.2	-18	4
COc1cccc(C(=O)Nc2ccc3c(cc2=O)[C@@H](NC(C)=O)CCc2cc(OC)c(OC)c(OC)c2-3)c1	-4	-13	13	13	1.2	1.9	0.9	x	-20
Cc1nn(C)c(C)c1CNC(=O)Nc1ccc2c(c1)OCO2	-14	-11	3	-1	0.7	-0.3	0.5	-12	-1
COc1ccc2nc(CC(C)(C)CC(=O)O)c[n+]([O-])c2c1	2	-5	15	-13	-0.8	0.1	0.6	-1	-8
COc1ccc(C(=O)NNS(=O)(=O)c2ccc(C)cc2)cc1	-1	-2	4	1	-1.4	1.1	0.6	0	-9
CCOC(=O)N1CCC(NC(=O)c2cc(C(=O)Nc3cccc(C(F)(F)F)c3)ccc2CO)CC1	-4	9	0	-8	-0.2	3.5	3.5	17	0
O=S(=O)(c1ccc(Br)cc1)N1CCCN(Cc2cccc(F)c2)CC1	-18	-12	23	4	-1.1	1.0	0.5	13	-11
C=CCC1(CC=C)CCCN1Cc1nc(COc2ccccc2)no1	-5	-19	24	-14	-0.5	0.0	-1.5	-15	-23
CC(NCC(c1ccco1)N1CCCCC1)C(=O)NC1CCCC1 (stereo not drawn)	-9	-14	11	-6	0.6	0.6	-1.1	-22	-26
Cc1ccc(/C(O)=C2/C(=O)C(=O)N(c3ccccn3)C2c2cccc([N+](=O)[O-])c2)cc1 (stereo not drawn)	-11	-6	-1	7	-0.4	-0.6	-0.6	-29	-7
CSCC(=O)NC1CCCc2c1cnn2-c1cc(F)cc(F)c1 (stereo not drawn)	x	-11	18	2	x	2.3	x	-27	x
CCCC(=O)Nc1c(-c2ccc(C)cc2)c(=O)c2ccccc2n1C	x	-5	1	4	x	0.9	x	-24	x
CC(C)(C)n1nc2c(c1NC(=O)c1cccc(Cl)c1)CS(=O)(=O)C2	-2	-10	-1	5	0.6	0.6	0.1	-20	-7
COc1ccccc1C(=O)NNC(=O)C1CC=CCC1 (stereo not drawn)	-4	6	5	2	0.2	0.2	0.3	-7	-2
COc1cc(/C=N/S(=O)(=O)CCc2ccccc2)cc(OC)c1O	-3	-5	11	2	-0.4	-0.2	-0.4	3	0
CCC(C)[C@H]1CNCCN1CCC12CC3CC(CC(C3)C1)C2 (stereo partly drawn)	2	-11	26	x	3.6	2.5	2.0	-2	-12
COc1cc(C2C(C#N)=C(C)NC(C)=C2C#N)cc(OC)c1OC	-8	-13	25	-6	0.6	0.7	0.4	-14	-10

Compounds listed so far containing fluorine, in the order listed:
SMILES	OXTR potentiate	CHO-K1 Ca antag	M1 PAM parental	GPR7 antagonist	OXTR ag	CHO-K1 Ca ag	V1R ag counter	TAAR1 antagonist	CHO parental Ca
CC1CCCC(C)N1C(=O)C1CC(c2ccc(F)cc2)=NO1 (stereo not drawn)	-5	-9	25	2	-1.2	1.2	0.1	-19	-16
O=C(c1ccc(Cl)c(F)c1F)N1CCCC1	-5	-3	3	-4	-0.1	0.5	-0.2	-18	4
CCOC(=O)N1CCC(NC(=O)c2cc(C(=O)Nc3cccc(C(F)(F)F)c3)ccc2CO)CC1	-4	9	0	-8	-0.2	3.5	3.5	17	0
O=S(=O)(c1ccc(Br)cc1)N1CCCN(Cc2cccc(F)c2)CC1	-18	-12	23	4	-1.1	1.0	0.5	13	-11
CSCC(=O)NC1CCCc2c1cnn2-c1cc(F)cc(F)c1 (stereo not drawn)	x	-11	18	2	x	2.3	x	-27	x

Next section
SMILES	OXTR potentiate	CHO-K1 Ca antag	M1 PAM parental	GPR7 antagonist	OXTR ag	CHO-K1 Ca ag	V1R ag counter	TAAR1 antagonist	CHO parental Ca
Cc1ccc(NC(=O)CN2C(=O)CCSc3ccc(S(=O)(=O)N4CCCC4)cc32)cc1C	-4	-4	7	0	-1.2	-0.3	2.2	-17	-25
COc1ccccc1N(Cc1cc(=O)[nH]c2ccccc12)C(=O)c1ccc([N+](=O)[O-])cc1	-8	-14	15	-8	0.0	1.3	0.8	-24	-3
Cc1ccccc1Nc1nc(N)nc(COC(=O)CCS(=O)(=O)c2ccc(Cl)cc2)n1	x	3	12	x	x	0.8	x	-10	x
O=C(O)c1ccc(-n2c(/C=C/c3cccc([N+](=O)[O-])c3)nc3ccccc3c2=O)cc1	0	-7	-5	-9	1.2	0.3	0.3	8	2
Cc1ccc2c(c1)/C(=N/O)CCS2	-5	-3	22	-17	0.1	0.4	-0.6	12	-6
CCOC(=O)N1CCC(NS(=O)(=O)c2ccc3c(c2)oc(=O)n3C)CC1	-2	10	9	-17	0.3	1.9	-0.2	3	-2
CCc1nnc(NC(=O)CCC(=O)Nc2ccc(Cl)cc2)s1	0	0	10	-5	0.9	0.4	0.1	-2	-13
Cc1ccccc1N=C1SCCN1C(=O)CN1C(=O)NC2(CCCC2)C1=O	-4	-7	13	x	2.0	1.7	1.4	16	-6
CC(C)CNS(=O)(=O)c1ccc(CCC(=O)N2CCN(Cc3ccc4c(c3)OCO4)CC2)cc1	-11	2	6	-6	12	7.9	10	11	9
CC1CCCCN1C(=O)Cn1cc(C#N)c2ccccc21 (stereo not drawn)	-6	-5	18	-2	-0.6	0.5	-0.5	-14	3
CCC(=O)N1CCC1(C)C(=O)Nc1ncc(C)s1 (stereo not drawn)	x	2	26	x	x	0.2	x	-8	x
CC(C)NC(=O)NC(=O)COC(=O)c1ccccc1Oc1ccccc1	-10	-6	10	-6	-1.6	0.1	0.1	-15	-18
CN(Cc1nccs1)C(=O)c1ccc2nc(Cc3ccccc3F)oc2c1	-7	-6	-17	0	1.1	1.3	3.0	-14	-8
CCCNc1nc2c(c(=O)n(C)c(=O)n2C)n1CCc1ccccc1	-1	-22	18	-13	-1.5	0.3	1.0	6	-12
COc1ccc(/C=C\C(=O)c2c(O)ccc3c(C)cc(=O)oc23)cc1OC	-2	13	-2	-22	-1.6	0.6	-0.5	5	22
O=S(=O)(NC(=NCc1ccccc1)c1ccccc1F)c1ccccc1	-10	-11	16	-8	-0.8	0.5	0.4	-8	-17
Cc1ccc(C(C)C)c2oc(=O)cc(-c3ccc(-c4ccc(C(F)(F)F)cc4)cc3)c12	x	-6	-4	x	x	-0.4	x	-27	-10
CCCC(c1nnnn1Cc1ccco1)N1CCN(c2cc(Cl)ccc2C)CC1 (stereo not drawn)	-16	-9	21	26*	0.1	1.3	10	9	-10
COc1ccc(OC)c(S(=O)(=O)N2CCN(c3ccc(F)cc3)CC2)c1	x	0	4	-14	x	1.0	x	0	x
CN(Cc1ccccc1)S(=O)(=O)c1ccc(NS(=O)(=O)Cc2ccccc2)cc1	-14	22	-9	11	7.1	2.3	7.5	55*	40*
Cc1ccc(S(=O)(=O)NN2C(=O)/C(=C/c3cccc(F)c3)SC2=S)cc1	2	-4	6	-12	0.2	-0.5	0.3	14	-10
O=C(COc1ccc(CO)cc1)Nc1ccc(F)cc1	4	-4	16	13	2.3	0.4	0.8	1	-3
CCOc1ccc(C(C)=O)cc1CSc1nnc(-c2cccs2)n1CC1CCCO1 (stereo not drawn)	-4	8	6	18	-2.1	0.9	-0.3	29	-32
CC(C)c1onc(C(=O)N2CCN(c3ccccc3)CC2)c1[N+](=O)[O-]	-5	-5	-12	-1	-0.1	0.3	5.2	14	-5
O=C(Cc1cccc(NC(=O)C2CCCN(C(=O)CCc3ccccc3)C2)c1)Nc1ccc(C(=O)N2CCOCC2)cc1 (stereo not drawn)	x	-3	2	x	x	0.1	x	-24	x
COc1ccc(NC(=O)CSc2nnc(-c3ccncc3)n2CC2CCCO2)c(OC)c1 (stereo not drawn)	-14	-5	7	-11	-0.8	0.2	-0.2	-21	-4
COc1ccccc1Nc1nc2nonc2[nH]c1=O	-5	-5	12	5	1.8	1.8	4.9	-11	-15
CN(C)c1ccc(/C=C2\C(=N)N3N=C(CC(=O)N4CCCCC4)SC3=NC2=O)cc1	-7	11	-13	22	7.0	3.0	8.1	15	7
O=C(Cn1cnc2cc([N+](=O)[O-])ccc2c1=O)NCc1ccc(Cl)cc1	-13	-4	16	0	7.7	1.6	5.8	9	-14
O=C(COC(=O)COc1ccc(Cl)cc1Cl)Nc1cccnc1Cl	-10	-4	18	-1	0.6	1.0	2.6	-4	2
C=CCOC(=O)C1=C(C)NC(SCC(=O)Nc2ccc(C)c(Cl)c2)=C(C#N)C1c1ccco1 (stereo not drawn)	-4	0	12	-21	0.4	0.3	0.9	17	-3
COc1cc(C(=O)OCCCN2CCOCC2)ccc1O	0	13	-11	-3	-0.3	0.3	1.0	5	0
COc1cc(-c2[nH]nc3c2C(c2ccoc2)C(C#N)=C(N)O3)cc(OC)c1OC (stereo not drawn)	-6	0	12	-5	0.1	0.0	-0.3	74*	-16
Cc1cc(C)n2nc(S(=O)(=O)Nc3c(Cl)cccc3Cl)nc2n1	-4	-5	15	2	0.0	0.9	0.9	-13	0
COc1ccccc1CN(Cc1cc2cc(C)ccc2[nH]c1=O)Cc1nnnn1Cc1ccco1	-19	1	-7	-6	-0.5	1.0	0.6	31	-21
Cc1ccc(OCCCC(=O)Nc2ccc(S(=O)(=O)Nc3ccccn3)cc2)cc1	-1	-5	18	6	-0.4	1.4	-0.3	-20	-13
O=C(CN1CCN(Cc2ccc(Cl)cc2)C1=O)NCCCN1CCOCC1	1	-16	29	-8	-0.8	0.3	-0.3	-3	-17
N#Cc1c2ccc(O)cc2n2ccccc12	-5	-9	8	-7	2.5	3.6	2.1	17	2
CC(C)CN1CCN(Cc2cc3ccccc3[nH]2)CC1CCO (stereo not drawn)	3	2	2	-9	0.8	0.3	0.4	-4	-18
CC(C)(C)c1ccc(C(=O)C=[N+]=[N-])cc1	-8	6	5	-8	-2.2	-0.1	-0.1	-9	-17
